KCNQ2 block: KCNQ2 potassium channel inhibitors, primary screen, cell-based, CHO-K1, FluxOR thallium flux, B-score (AID 2156); Potassium voltage-gated channel subfamily KQT member 2 (Rattus norvegicus), O88943; 20 min; active compounds read low; B-score at 10 µM; actives 1.1% (n = 310,000);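 active means fluorescence ratio B-score at most minus 3 library SDs, with starting brightness B-score within 2 library SDs, cut at about -5.5 in these data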
Kir21 block: inhibitors of mouse Kir2.1 inward-rectifier potassium channel; B-score at 10 µM; AID 1672, 2009; Inward rectifier potassium channel 2 (Mus musculus), P35561; HEK293-Kir2.1, FluxOR thallium flux fluorescence; active compounds read low; actives 0.85% (n = 310,000);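 active means fluorescence ratio B-score at or below minus 3 SD of library scores, with starting-brightness B-score within 2 SD, cut at about -4.2 in these data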;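 further: channel flux triggered by added potassium and thallium sulfate stimulus; B-score of peak minus minimum fluorescence over baseline after thallium stimulus; more negative B-score means stronger Kir2.1 block with less thallium influx; some compounds called inactive have numbers as strong as hits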
Target sequence (P35561 whole entry, looked up): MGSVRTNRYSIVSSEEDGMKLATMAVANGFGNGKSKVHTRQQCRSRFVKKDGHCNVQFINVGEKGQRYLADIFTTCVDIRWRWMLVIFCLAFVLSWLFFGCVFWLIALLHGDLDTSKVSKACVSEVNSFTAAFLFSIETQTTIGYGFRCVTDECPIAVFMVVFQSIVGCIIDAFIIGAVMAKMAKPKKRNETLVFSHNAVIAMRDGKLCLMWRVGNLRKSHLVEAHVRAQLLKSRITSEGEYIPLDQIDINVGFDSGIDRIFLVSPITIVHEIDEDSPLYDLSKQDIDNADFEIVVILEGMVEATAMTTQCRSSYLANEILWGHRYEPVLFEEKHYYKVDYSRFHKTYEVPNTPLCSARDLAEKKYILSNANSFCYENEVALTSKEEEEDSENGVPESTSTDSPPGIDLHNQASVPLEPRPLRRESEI
STK33 inh: inhibitors of purified STK33 kinase, primary screen, biochemical, ADP-Glo luminescence, homogeneous, cell-free. Serine/threonine-protein kinase 33 (Homo sapiens), Q9BYT3. MBP phosphorylation. inhibition, % at 10 µM. actives 0.073% (n = 320,000). AID 2661, 2010;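 active means inhibition at or above 25%, using the most active replicate where run in duplicate; inactive means inhibition below 25%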
Target sequence (Q9BYT3 whole entry, looked up): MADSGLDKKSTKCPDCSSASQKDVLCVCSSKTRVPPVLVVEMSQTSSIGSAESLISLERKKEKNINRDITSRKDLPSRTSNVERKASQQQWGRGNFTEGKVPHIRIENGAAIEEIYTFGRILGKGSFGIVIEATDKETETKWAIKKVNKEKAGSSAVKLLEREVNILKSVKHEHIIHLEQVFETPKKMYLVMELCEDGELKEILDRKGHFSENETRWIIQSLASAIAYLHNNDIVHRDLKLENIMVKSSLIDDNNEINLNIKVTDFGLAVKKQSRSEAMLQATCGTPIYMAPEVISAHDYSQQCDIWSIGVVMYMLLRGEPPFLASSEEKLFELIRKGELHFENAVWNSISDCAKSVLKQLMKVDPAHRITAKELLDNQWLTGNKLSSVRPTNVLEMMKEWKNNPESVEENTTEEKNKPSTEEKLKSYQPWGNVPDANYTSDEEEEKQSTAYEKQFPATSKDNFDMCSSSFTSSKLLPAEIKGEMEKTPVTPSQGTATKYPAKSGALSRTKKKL
* hit, by the source's call; i = inactive; / = no result given. Not a hit list. About 1.9% of those tested had a hit in this group.

item	molecule	KCNQ2 block	Kir21 block	STK33 inh
1	Cc1c(Cl)cccc1NC(=S)NCc1ccc(Cl)cc1	i	0.19	-1.5
2	COC(=O)C1=[N+]([O-])OC(C(=O)OC)C1c1c[nH]c2ccccc12 (stereo not given)	i	0.25	-2.5
3	CCOc1ccc(-c2ccc(SCC(=O)Nc3nnc(CC)s3)nn2)cc1	i	0.02	-0.7
4	O=C(CNS(=O)(=O)c1cccs1)N1CCN(c2ccccn2)CC1	i	-1.4	-0.3
5	COc1ccccc1C(=O)Nc1ccnn1C1CCN(Cc2ncc[nH]2)CC1	i	1.2	0.0
6	CCOC(=O)CN1C(=O)/C(=C/c2ccc(Cl)cc2)Oc2ccccc21	i	0.2	0.4
7	CCn1c2ccccc2c2nnc(SCC(=O)N3CC(C)OC(C)C3)nc21 (stereo not given)	i	0.46	-0.5
8	CC(=O)c1ccc(NC(=O)CCNC(=O)c2ccccc2Cl)cc1	i	0.02	-0.5
9	CC(=O)n1nc(-c2ccco2)nc1N	i	0.81	0.9
10	O=C(NCCO)/C(=C/c1cccc([N+](=O)[O-])c1)NC(=O)c1ccco1	i	0.38	-0.3
11	Cc1cccc(CCN2CCC(C(=O)c3ccc(NS(C)(=O)=O)cc3)CC2)n1	i	-0.96	-1.0
12	Cc1c(Cl)cccc1N(CC(=O)NC1CCCCC1)S(C)(=O)=O	i	0.38	0.4
13	O=C(O/N=C1/CCSc2ccccc21)c1ccccc1	i	0.59	-0.8
14	Cc1cc(NC(=O)CCC(=O)N(Cc2ccco2)C2(C(=O)NC3CCCCC3)CCN(C)CC2)no1	i	0.02	-0.4
15	O=C(NCCc1ccc(O)c(O)c1)C1COc2ccccc2O1 (stereo not given)	i	-0.52	-0.1
16	O=C(COC(=O)c1ccc2c(c1)OCO2)NCc1ccc(Cl)cc1	i	2.1	-0.8
17	O=C(NNC(=O)C12CC3CC(CC(C3)C1)C2)[C@@H]1C[C@H]1c1ccccc1	i	0.11	-1.5
18	COc1cc([C@H]2c3[nH]c4ccccc4c3C[C@H]3C(=O)N4[C@@H](c5cc(OC)c(OC)c(OC)c5)c5[nH]c6ccccc6c5C[C@H]4C(=O)N23)cc(OC)c1OC	i	-0.29	-1.3
19	COc1cccc(CC2(CO)CCN(CC3=CC[C@H]4C[C@@H]3C4(C)C)CC2)c1	i	-2.3	-0.7
20	CCS(=O)(=O)c1ccc2oc(Nc3ccccc3C)nc2c1	i	-0.74	0.8
21	COc1cc(OC)c(OC)cc1CNCCSc1nnnn1C	i	-1.1	-0.8
22	O=C(Nc1ccccc1Cl)Nc1cccc2cccnc12	i	-0.44	-2.4
23	COc1ccc(NC(=O)c2ccc(OCc3c(C)noc3C)c(OC)c2)cn1	i	-0.87	-2.1
24	COc1cc(NC(=O)Cc2ccc(OC)c(S(=O)(=O)N3CCOCC3)c2)c(OC)cc1Cl	i	0.57	-0.7
25	Cc1cc(OCC(O)CN2CCOCC2)cc(C)c1Cl (stereo not given)	i	0.45	/
26	COCCNC(=O)NC(=O)COC(=O)c1cccn1C	i	-2.1	-0.7
27	CCC1(c2ccccc2)NC(=O)N(CC(=O)Nc2cc(S(=O)(=O)N3CCOCC3)ccc2OC(C)C)C1=O (stereo not given)	i	1.8	-0.2
28	CC(CC(=O)N1CCN(S(=O)(=O)c2ccccc2)CC1)n1cncn1 (stereo not given)	i	0.1	-1.7
29	CCOc1ccc(CCNC(=O)Cn2nc(C)c3c(C)n(-c4ccccc4)nc3c2=O)cc1OCC	i	1.9	0.6
30	O=C(c1cc(S(=O)(=O)N2CCCC2)c(Cl)cc1Cl)N1CCCC1	i	-0.3	-1.6

item	molecule	KCNQ2 block	Kir21 block	STK33 inh
31	O=C(N/N=C/c1ccc(OC(=O)c2ccco2)cc1)c1ccncc1	i	-0.69	-0.8
32	O=C1C2C3C=CC(C4CC34)C2C(=O)N1/N=C/c1cccs1 (stereo not given)	i	-1.1	-3.1
33	CCC(C)C(NC(=O)OC(C)(C)C)C(=O)NC(C)C(N)=O (stereo not given)	i	-1.6	0.4
34	Cn1nnnc1SC(C(=O)Nc1ccc(F)cc1)c1ccccc1 (stereo not given)	i	0.55	-1.0
35	CCOC(=O)C1=C(N)OC2=C(C(=O)CC(C)(C)C2)C1c1cccnc1 (stereo not given)	i	0.12	-1.6
36	O=C(c1ccccc1)N1CCN(c2ccc(Cl)cc2)CC1	i	-1.1	-1.2
37	CC(=O)N(C)c1ccc(NC(=O)Nc2ccc(Cl)cc2)cc1	i	1.2	-0.8
38	Cn1c(=O)c(-c2ccccc2N)nc2ccccc21	i	-1.7	-1.0
39	CCNc1ccc(S(N)(=O)=O)cc1[N+](=O)[O-]	i	-0.7	-1.0
40	CSc1sc(C(=O)N2CCCCC2)c(-c2cccs2)c1C#N	i	-2	0.0
41	CC(=O)c1c(C)[nH]c(C(=O)OCC(=O)Nc2cc(C)on2)c1C	i	1.4	-0.2
42	COc1ccccc1N(CC1CO1)S(=O)(=O)c1ccc(C)cc1 (stereo not given)	i	-0.06	-0.6
43	COc1ccc(CNC(=O)CCNS(=O)(=O)c2cc(Br)cnc2N)cc1	i	-0.69	-2.5
44	CC(C)CCNC(=O)c1cc2c(s1)-c1ccccc1S(=O)(=O)C2	i	0.08	-0.5
45	O=C(C1CCCO1)N1CCN(c2ccccn2)CC1 (stereo not given)	i	1.1	-1.0
46	COc1ccc(Br)cc1S(=O)(=O)N1CCCC1	i	-0.44	-1.9
47	Cc1ccc(NC(=O)N2CCCc3ccccc32)cc1C	i	-0.1	-0.6
48	O=C(NCCNC(=O)c1cc(F)cc(F)c1)c1cc(F)cc(F)c1	i	1.3	-2.5
49	COCCN(C(=O)COC(=O)c1ccccc1NCc1ccco1)c1c(N)n(Cc2ccccc2)c(=O)[nH]c1=O	i	0.02	-0.1
50	CC(=O)c1c(C)[nH]c(C(=O)CSc2nnc(-c3ccco3)o2)c1C	i	-0.75	0.3
51	COc1ccc2c(C)cc(Sc3nnnn3-c3ccccc3)nc2c1	i	-1.9	0.7
52	COCCCNC(=S)NNC(=S)Nc1cccc(Cl)c1	i	0.87	0.3
53	COc1ccc(Oc2nc3c(c(=O)n(C)c(=O)n3C)n2Cc2cccc(OC)c2)cc1	i	-0.99	-0.9
54	CSc1nc(-c2ccccc2)nc(N)c1C(C)=O	i	0.03	-0.2
55	CCC1=C2CC[C@H]3C(=O)N(C)C(=O)[C@H]3[C@H]2[C@@]2(Cc3ccccc3)C(=NCC(=O)OC)OC(=O)N2C1=O	i	-0.05	-3.2
56	CC(=O)N(CCC(c1ccco1)C(C)C)Cc1ccc(OC(C)C)cc1 (stereo not given)	i	-3	0.8
57	CC1(C)CNc2cc([N+](=O)[O-])ccc2S1	i	-0.4	-0.8
58	Cn1cc([N+](=O)[O-])c(C(=O)NCc2cc3ccccc3[nH]2)n1	i	1.2	-0.4
59	Cc1ccc(NS(=O)(=O)c2ccc(C(=O)N3CCCN(C)CC3)cc2)cc1	i	0.05	-2.9
60	Cc1ccc(OCCC(=O)OCC(=O)NC(=O)NC2CCCCC2)cc1	i	1.7	-0.8

Three structures from above, arranged by count of non-hydrogen atoms, descending.
item	molecule	KCNQ2 block	Kir21 block	STK33 inh
16	O=C(COC(=O)c1ccc2c(c1)OCO2)NCc1ccc(Cl)cc1	i	2.1	-0.8
30	O=C(c1cc(S(=O)(=O)N2CCCC2)c(Cl)cc1Cl)N1CCCC1	i	-0.3	-1.6
39	CCNc1ccc(S(N)(=O)=O)cc1[N+](=O)[O-]	i	-0.7	-1.0

The list goes on:
item	molecule	KCNQ2 block	Kir21 block	STK33 inh
61	COc1ccc(C(=O)N/C(=C/c2cccs2)C(=O)NCCCn2ccnc2)cc1OC	i	-0.63	-1.0
62	COc1ccc(NC(=O)c2cccc([N+](=O)[O-])c2)cc1	i	0.24	-1.0
63	COc1ccc(/C=C\C(=O)Oc2cccc(/C=N/NC(=O)Cc3ccc(OC)c(OC)c3)c2)cc1	i	0.04	1.0
64	Cc1ccc(S(=O)(=O)NC(=O)c2cccc(C)c2)cc1	i	0.72	2.3
65	CC(=O)n1cc([C@H]2C=C(C(N)=O)O[C@@H](OCc3ccc(CO)cc3)C2)c2ccccc21	i	1.5	1.7
66	CSc1ccc(CN2CCCC(CNC(=O)c3ccc(F)cc3)C2)cc1 (stereo not given)	i	0.25	-2.2
67	CSc1cccc(NC(=O)CN(c2cc(C)ccc2C)S(C)(=O)=O)c1	i	-0.97	-1.2
68	Clc1nc(-c2ccccc2)c2ccccc2n1	i	-0.03	0.1
69	CCCc1ccc2oc(C(=O)N(C)Cc3cnccn3)c(C)c2c1	i	0.11	-2.0
70	CCOc1ccccc1NC(=O)CSc1nnc2c(CC)c(C)nc(N)n12	i	-1.5	-2.5
71	CC(=O)c1cccc(NC(=O)Nc2nc(C)cc(C)n2)c1	i	-1.1	-1.0
72	COc1ccc(OC)c(NC(=O)c2cccnc2Sc2cc(C)ccc2C)c1	i	-1.9	-1.4
73	Cc1cccc(N(Cc2ccccc2)C(=O)c2ccccc2F)c1	i	-0.62	-1.8
74	COc1ccc(NC(=O)CN2CCC(NC(=O)C3CCCCC3)CC2)cc1	i	0.92	-0.5
75	C=CCNC(=O)c1ccccc1NC(=O)c1ccccc1N(C)S(C)(=O)=O	i	0.43	0.1
76	COc1ccc(C(=O)COC(=O)c2cc(=O)[nH]c3ccccc23)c(OC)c1	i	-0.03	-1.6
77	CC1CCN(C(=O)COC(=O)Cc2c[nH]c3ccccc23)CC1	i	-0.84	0.7
78	CC(Oc1ccccc1Cl)C(=O)N(Cc1ccco1)C1CCS(=O)(=O)C1 (stereo not given)	i	0.8	0.2
79	Cc1nn(C)c(C(=O)N/N=C/c2cc3c(cc2Br)OCO3)c1Br	i	-1.3	/
80	COC(=O)c1sccc1NC(=O)CC1C(=O)NCCN1C(=O)c1ccc(F)cc1 (stereo not given)	i	0.23	-1.4
81	Cc1cc(N2C(=O)C(O)=C(C(=O)c3ccco3)C2c2ccc(Cl)cc2)no1 (stereo not given)	i	-0.92	0.5
82	CC(=O)c1cccc(NC(=O)CSCc2ccccc2)c1	i	0.21	0.0
83	COC(C[C@H](O)[C@@H](C)[C@@H](O)COCc1ccccc1)OC	i	-0.49	/
84	O=C(Cn1c(=O)oc2cc(S(=O)(=O)N3CCc4ccccc43)ccc21)NC1CCCC1	i	-0.25	-0.4
85	CCOC(=O)C1CCN(S(=O)(=O)c2c(C)n[nH]c2C)CC1	i	0.67	0.0
86	CC(C)c1ccc(N(CC(=O)NC(C)(C)C)C(=O)CCC(=O)Nc2nccs2)cc1	i	0.92	/
87	O=C(NN=C1CCCC1)c1cccc(Br)c1	i	-0.15	0.5
88	COC(=O)CN1C(=O)Nc2ccc(Br)cc2C1c1ccccc1Cl (stereo not given)	i	-0.03	1.0
89	CC(C)CC(OC(=O)c1ccco1)C(=O)NC1CCCC1 (stereo not given)	i	-1.4	-2.4
90	CCC(O)(c1ccc(OC)cc1)C(CN1CCOCC1)c1ccccc1 (stereo not given)	i	-0.8	-1.0

An excerpt of these results, with two lines to a compound:
Each structure is followed by: KCNQ2 block | Kir21 block | STK33 inh
#72 COc1ccc(OC)c(NC(=O)c2cccnc2Sc2cc(C)ccc2C)c1
 : i | -1.9 | -1.4
#73 Cc1cccc(N(Cc2ccccc2)C(=O)c2ccccc2F)c1
 : i | -0.62 | -1.8
#74 COc1ccc(NC(=O)CN2CCC(NC(=O)C3CCCCC3)CC2)cc1
 : i | 0.92 | -0.5

The list continues:
item	molecule	KCNQ2 block	Kir21 block	STK33 inh
91	CC1CCc2sc(C(=O)NCC(C)(C)N3CCOCC3)cc2C1 (stereo not given)	i	-1.9	-0.3
92	O=C(NCc1nnc(SC/C=C/c2ccccc2)o1)c1ccco1	i	-0.02	-0.1
93	Cc1onc(-c2ccccc2)c1C(=O)Nc1ccc2c(C)cc(=O)oc2c1	i	-0.39	0.1
94	O=C(COc1ccccc1)N=C1SC2CS(=O)(=O)CC2N1c1cccc(F)c1 (stereo not given)	i	-0.95	0.6
95	CCCCCn1c2nc3ccccc3nc2c2c(=O)n(CC(C)C)cnc21	i	-0.14	0.7
96	CCOC(=O)Cn1cc(C(=O)C(C)(C)C)c2ccccc21	i	0.74	-1.1
97	Cc1ccccc1NC(=O)Nc1ccccc1C(=O)NCc1ccccc1	i	0.38	/
98	Nc1cccc2nc3ccccc3cc12	i	1.4	/
99	Cc1ccc(C(=O)n2nc(-n3cccc3)c3c(C)cc(C)nc32)cc1	i	2.2	/
100	Cc1ccc(SCCNC(=O)c2ccc([N+](=O)[O-])c(C)c2)cc1	i	-2	-1.3
101	OCCn1c(SC2CCCCC2)nc2ccccc21	i	1.5	-1.7
102	CN(C)/C=C(/C(=O)c1ccc(Cl)cc1)S(=O)(=O)c1ccccc1	i	-1.2	-0.4
103	CC12CCC(C(=O)Nc3cccnc3)(CC1=O)C2(C)C (stereo not given)	i	0.05	0.0
104	O=C1NCCN1Cc1ccccc1F	i	-0.29	-1.0
105	COc1ccc(NC(=O)CCCc2c[nH]c3ccccc23)cc1OC	i	-0.83	0.1
106	CC[n+]1c(-c2ccc(C)cc2)csc1Nc1c(C)n(C)n(-c2ccccc2)c1=O	i	0.25	1.7
107	CCCn1nnnc1NC(=O)c1ccc(C)cc1Cl	i	-0.33	-0.8
108	Cc1ccccc1NC1=C(Cl)C(=O)OC1OC(C)C (stereo not given)	i	0.02	1.4

Screens: PubChem BioAssay, several laboratories
